Bioassay records from PubChem BioAssay.
ERG Ets-DNA blk – inhibitors of human ERG Ets domain-DNA interaction | Potency, µM (series often up to 76.9 µM), for the others: at the highest dose FP activity, negative = inhibition, hits mostly inhibitors | 370,000 tested, 0.028% active | fluorescence polarization, His-ERG Ets domain / labelled DNA; active = well fitted inhibition curve with a large enough effect in the polarisation, with a control signal flat; inconclusive = small, poorly fitted or top-dose-only effect, or effect the other way, or a change in a side signal; inactive = no such curve, though single readings can be large or run the other way; the % refers to the polarisation;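 note: polarization taken with two DNA probes labelled with fluorescein and Texas red; potency is the fitted concentration of half-maximal effect; % of control where 0% means no effect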
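His-tagged ERG Ets domain (1 uM in the protein solution; 300mM KCl, 50mM Tris-HCl, 1mM EDTA, 1mM DTT, pH 7.5) received compound, then a probe mix of 5 nM fluorescein-DNA and 100nM Texas-615-DNA. Fluorescence polarization was read for both dyes.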
Vif-A3F inh – Vif-A3F binding inhibition; HeLa A3F-eYFP + Vif (tagged APOBEC3F with the HIV-1 protein that degrades it), YFP fluorescence increase; Potency, µM (titrated, usually from 46.1 µM), for the others: top-dose activity, negative = active; 390,000 tested, 0.2% active; AID 602313; note: potency is the fitted concentration of half-maximal effect; % of control where 0% means no effect; nearly all actives have a fitted effect of over 65% in size
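Fluorescence increase (Ex 488/Em 500-530) after overnight compound treatment at 37 deg C flags inhibition of Vif-driven A3F-eYFP loss in stable HeLa A3F-eYFP/Vif cells seeded overnight beforehand.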
LDHA inh – LDHA (human) enzyme inhibition; activity change, % (values are at about 110 or 230 µM); 480,000 tested, 0.15% active; purified LDHA, NADH/diaphorase-resazurin fluorescence; hits give low values; P00338; AID 1347041; in the data active = activity change below about -30%; inconclusive = mostly about -25% to -30%;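 note: plate controls were DMSO wells for no effect and wells without enzyme for full effect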
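Resorufin fluorescence (ex540/em590), read at 0 and 20 min after diaphorase/resazurin addition, reports the NADH left after a 5 min room-temperature reaction of 2 nM human LDH5 with 0.06 mM NADH and 0.2 mM pyruvate.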
ALOX12 inh – blocks human arachidonate 12S-lipoxygenase; P18054; purified 12hLO, xylenol orange hydroperoxide absorbance; Potency, µM (doses to about 108 µM), for the others: top-dose activity change, negative = inhibition, usual class: inhibitors; 580,000 tested, 1.1% active; AID 1671190; note: potency is the fitted concentration of half-maximal effect; % is set by controls: 0 for no effect and ±100 for the full control effect
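Purified human 12hLO (150 nM final) in 25 mM Hepes, 0.01% Triton X-100, pH 7.0 was preincubated 15 min at room temperature with compound. Then 40 uM arachidonic acid was added, 30 min. Hydroperoxide was read by Fe-XO absorbance ratio 573/405 nm.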
RGS4 inh – blocks human RGS4-accelerated GTP hydrolysis; P49798; Transcreener GDP fluorescence polarization, RGS4-accelerated GTP hydrolysis; Potency, µM (doses to about 114 µM), inactives show at the highest dose activity change, negative = inhibition, most hits filed as inhibitors; 390,000 tested, 0.039% active; note: potency is the fitted concentration of half-maximal effect; % is set by controls: 0 for no effect and ±100 for the full control effect; nearly all actives have a fitted effect of over 75% in size; some results filed as inactive show a strong effect at the top dose
Target sequence (P49798 whole entry, looked up): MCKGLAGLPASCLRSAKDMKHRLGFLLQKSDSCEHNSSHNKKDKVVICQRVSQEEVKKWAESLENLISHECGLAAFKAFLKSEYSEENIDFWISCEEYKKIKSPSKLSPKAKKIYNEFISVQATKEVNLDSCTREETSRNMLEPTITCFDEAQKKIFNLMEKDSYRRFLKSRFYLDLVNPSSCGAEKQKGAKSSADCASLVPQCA
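MLSMR compounds (23 nl, pin-transferred) preincubated 10 min at room temperature with a 500nM (2x) first reagent, then RGS4 at 900nM (2x) plus Transcreener GDP mix added; fluorescence polarization (620/688 nm) read before and after 90 min at 30 °C.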
Glioma ERSR ind – ER stress response induction in glioma | Potency, µM, for the others: at the highest dose activation, usual class: activators | AID 602332 | U87-MG GRP78 promoter luciferase reporter, 16 h | 420,000 tested, 0.02% active; note: potency is the fitted concentration of half-maximal effect; series mostly up to about 76 µM; % of control where 0% means no effect; nearly all actives have a fitted effect of over 35% in size
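ERSR induction read as luciferase luminescence (Bright-Glo, 10 min at room temperature) in stably transfected human U87-MG glioma cells exposed to compounds for 16 h, using GRP78 as sensor.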
D2 agonist – activates the human D2 dopamine receptor; P14416; HEK293 T-REx D2 cells, calcium flux agonist mode; activation, % at 2 µM; 340,000 tested, 0.53% active; AID 485358;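 active = activation over 3 SD above normal in the single-dose calcium agonist read, cut at about 30% in these data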; note: 0% is about no effect
Target sequence (P14416 whole entry, looked up): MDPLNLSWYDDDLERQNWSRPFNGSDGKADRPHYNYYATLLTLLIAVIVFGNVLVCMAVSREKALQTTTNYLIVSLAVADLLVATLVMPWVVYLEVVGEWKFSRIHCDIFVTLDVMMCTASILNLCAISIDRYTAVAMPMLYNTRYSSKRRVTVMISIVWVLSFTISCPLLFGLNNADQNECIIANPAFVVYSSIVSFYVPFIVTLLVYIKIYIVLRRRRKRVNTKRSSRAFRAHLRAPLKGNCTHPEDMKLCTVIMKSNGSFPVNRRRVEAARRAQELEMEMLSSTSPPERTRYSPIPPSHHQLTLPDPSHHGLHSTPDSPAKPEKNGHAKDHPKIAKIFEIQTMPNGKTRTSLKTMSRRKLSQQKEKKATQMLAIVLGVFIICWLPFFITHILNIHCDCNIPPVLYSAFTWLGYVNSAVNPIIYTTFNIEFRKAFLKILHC
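Agonism is scored from calcium flux in a force-coupled, inducible HEK293 cell line expressing D2, read kinetically for 180 s after compound addition against dopamine controls.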
Vif-A3G inh – inhibitors of Vif-APOBEC3G interaction. Q9HC16. HeLa A3G-eYFP + Vif (tagged APOBEC3G with the HIV-1 protein that degrades it), YFP fluorescence, overnight. 410,000 tested, 0.076% active. AID 602310. Potency, µM (doses to about 46.1 µM), for inactives: at the highest dose activity, negative = active, most hits filed as inhibitors;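 note: potency is the fitted concentration of half-maximal effect; % is set by controls: 0 for no effect and ±100 for the full control effect; nearly all actives have a fitted effect of over 60% in size; hits raise eYFP signal because A3G escapes Vif-driven loss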
Target sequence (Q9HC16 whole entry, looked up): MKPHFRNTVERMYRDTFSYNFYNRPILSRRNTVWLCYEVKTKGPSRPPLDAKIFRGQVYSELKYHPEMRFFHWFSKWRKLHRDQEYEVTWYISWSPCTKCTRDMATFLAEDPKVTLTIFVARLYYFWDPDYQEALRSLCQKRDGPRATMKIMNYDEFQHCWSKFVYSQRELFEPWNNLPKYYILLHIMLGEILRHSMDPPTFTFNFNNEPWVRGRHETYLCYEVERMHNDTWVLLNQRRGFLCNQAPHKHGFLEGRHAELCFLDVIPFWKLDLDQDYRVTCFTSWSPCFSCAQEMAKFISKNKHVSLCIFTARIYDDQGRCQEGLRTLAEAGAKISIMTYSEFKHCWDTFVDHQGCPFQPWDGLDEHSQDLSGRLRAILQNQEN
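Read-out is eYFP fluorescence (Ex 488/Em 500-530) from Vif-expressing HeLa A3G-eYFP cells; more signal means A3G escaped Vif-mediated degradation. Cells plated overnight, compound pinned in, incubated overnight at 37 deg C.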
D2 antagonist – D2 dopamine receptor (human) antagonism | P14416 | HEK293 TREx D2 cells, calcium flux, dopamine EC80 | inhibition, % at 10 µM | 340,000 tested, 2% active | AID 485344; in the data active = inhibition above about 30%; note: 0% is about no effect
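In this primary screen, negative modulation is detected by tracking calcium flux after an EC80 dopamine challenge in inducible HEK293 T-REx D2 cells preexposed to test compound for 180 s.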
* = called active by the depositor; ? = inconclusive; · = not tested or not shown; [ ] = remark or other dose. Unless noted, calls come from the whole dose curve; as a rule, active = well fitted curve in the direction sought with a large enough effect; inconclusive = small, poorly fitted or top-dose-only effect, or another doubt; inactive = no such curve, though single readings can be large; an effect the other way counts as inactive or inconclusive.

mol	ERG Ets-DNA blk	Vif-A3F inh	LDHA inh	ALOX12 inh	RGS4 inh	Glioma ERSR ind	D2 agonist	Vif-A3G inh	D2 antagonist
Cc1cc(NC(=O)c2cc([N+](=O)[O-])cc([N+](=O)[O-])c2C)no1	-13%	8%	-2	-23%	2%	-2%	-0.6	-1%	1
Cc1ccccc1CCNC(=O)c1cc2cc(S(=O)(=O)N3CCCCC3)ccc2n1C	1%	-3%	-2	-25%	12%	-4%	0.7	3%	·
CCCN1CCN(c2ncnc3c2nnn3Cc2ccccc2)CC1	3%	?	-4	23%	-19%	-4%	-0.1	-23%	23
O=C(COc1ccc([N+](=O)[O-])cc1)Nc1ccc(CN2CCOCC2)cc1	-10%	-10%	-8	1%	17%	-2%	0.4	0%	1
O=C(OCC#CCSc1nnc(-c2ccccc2)o1)c1cc2ccccc2o1	-9%	-3%	-1	6%	-14%	-1%	0.3	2%	-11
NS(=O)(=O)c1ccc(NC(=O)CSc2ccccc2)cc1	3%	-7%	-1	-7%	-6%	2%	1.4	-5%	20
CCC(C)[C@H](NC(=O)N1CC(=O)Nc2ccccc21)C(=O)N[C@@H](Cc1c[nH]c2ccccc12)C(=O)O (stereo not given in full)	1%	0%	0	-9%	0%	-2%	-0.9	-2%	-2
CCC(c1nnnn1CC1CCCO1)N(CCCO)Cc1cc2cccc(C)c2[nH]c1=O (stereo not given)	-5%	4%	0	-10%	-9%	-4%	0.3	3%	-9
O=C1N/C(=C\c2ccc(N3CCOCC3)c(F)c2)C(=O)N1Cc1ccccc1	4%	-8%	-2	-18%	-19%	-5%	0.1	-11%	-3
COc1ccc(S(=O)(=O)CCC(=O)O)cc1	-12%	1%	-2	-6%	9%	-2%	0.1	2%	5
Cc1cccc(N=Nc2c(C)[nH]n(-c3ccccc3)c2=O)c1	3%	-2%	-9	-11%	14%	6%	-1.0	1%	-8
O=C(C1=C[C@@H](C2CCCCC2)C[C@@H](OCCCCO)O1)N1CCOCC1	-5%	1%	-9	8%	5%	-1%	0.4	0%	9
COc1ccccc1NC(=O)CSc1ccc2nnc(-c3cccnc3)n2n1	13%	1%	1	-14%	-12%	-2%	0.1	1%	2
Cc1cc(NC(=O)CC(CN(C)S(=O)(=O)c2ccccc2)c2ccccc2)no1 (stereo not given)	8%	-9%	3	25%	-16%	-2%	-2.0	1%	1
CCCCn1c(-c2cccc(C)c2)nc2cc3[nH]c(=O)c(C(C)C)nc3cc21	3%	-26%	6	5%	-26%	-9%	0.8	-22%	26
CCCN(C(=O)CSCc1ccc(C)cc1)c1c(N)n(Cc2ccccc2)c(=O)[nH]c1=O	·	-3%	-17	?	·	0%	·	0%	·
CCc1ccc(NC(=O)C2CCN(C(=O)[C@@H]3Cc4ccccc4CN3)CC2)cc1	-21%	-3%	3	-7%	-29%	-2%	1.6	-1%	-7
O=C(c1ccccc1)c1cc(-c2ccccc2)on1	-10%	0%	-2	0%	-16%	2%	-1.0	-2%	-38
COc1cccc(C(=O)Nc2ccc(NC(=O)C3CC3)cn2)c1	1%	-18%	1	1%	4%	-5%	-0.3	-3%	0
Cc1nc(=O)c(-c2ccccc2)c(C)n1-c1cccc(/C=C/C(=O)O)c1	0%	-7%	-4	-1%	9%	-5%	2.7	-1%	-10

Reprinted from the part before: 2 entries, followed by the next part.
mol	ERG Ets-DNA blk	Vif-A3F inh	LDHA inh	ALOX12 inh	RGS4 inh	Glioma ERSR ind	D2 agonist	Vif-A3G inh	D2 antagonist
COc1cccc(C(=O)Nc2ccc(NC(=O)C3CC3)cn2)c1	1%	-18%	1	1%	4%	-5%	-0.3	-3%	0
Cc1nc(=O)c(-c2ccccc2)c(C)n1-c1cccc(/C=C/C(=O)O)c1	0%	-7%	-4	-1%	9%	-5%	2.7	-1%	-10
CC(=O)Nc1ccc(NC(=O)c2cc(=O)c3ccc(C)cc3o2)cc1	8%	-5%	-3	9%	-50%	-3%	-0.5	7%	5
COc1ccc(-n2c(=O)/c(=C\c3cccs3)s/c2=C(/C#N)C(=O)N2CCN(C)CC2)cc1	-11%	-2%	-7	?	-16%	-6%	0.0	-23%	2
O=S(=O)(c1ccccc1)n1c(C(O)c2ccccn2)cc2ccccc21 (stereo not given)	-1%	4%	4	7%	3%	-3%	0.0	-12%	0
CN(C)S(=O)(=O)Oc1cccc(C(=O)Nc2ccc(Cl)cc2)c1	-1%	6%	-2	40%[activator]	-26%	-4%	0.6	0%	-1
O=C(NCCN1CCOCC1)C(=O)NCC1CCCO1 (stereo not given)	·	1%	-1	1%	11%	-2%	-0.1	0%	-6
Cc1ccc(S(=O)(=O)Nc2cccc(-n3cnnn3)c2)cc1	-6%	0%	-3	-25%	-11%	-2%	-0.2	-1%	-2
Cc1cc(C)cc(Nc2nnc(-n3nc(C)cc3C)c3ccccc23)c1	2%	-2%	-1	-12%	1%	-2%	-2.3	-1%	·
CCC1(C)Cc2ccccc2-c2nc(SCC(N)=O)[nH]c(=O)c21 (stereo not given)	12%	6%	1	0%	13%	1%	1.6	-14%	29
CCCC1C2C(=O)N(c3ccccc3OC)C(=O)C2ON1c1ccccc1 (stereo not given)	6%	-4%	-2	100%[activator]	-28%	-4%	-0.2	0%	-2
O=C(NC1CCCCC1)c1sc(N2CCOCC2)nc1-c1ccccc1	-6%	2%	-8	-20%	6%	-4%	-0.2	-7%	5
CC(C)(C)OC(=O)N1CCC[C@H]1c1nnc(SCc2c(Cl)cccc2Cl)o1	-3%	2%	1	5%	5%	-6%	-0.8	-6%	16
O=C(CCS(=O)(=O)c1ccc(Cl)cc1)Nc1nc(-c2cccnc2)cs1	9%	-7%	-4	-16%	-6%[56.9 µM]	1%	·	5%	17
Cc1ccc(N2CC(C(=O)OCC(=O)Nc3ccccc3C)CC2=O)cc1 (stereo not given)	1%	0%	1	-5%	0%	-2%	0.2	-1%	-5
CC1(c2ccccc2)CC(C)(C)N(C(N)=O)c2ccccc21 (stereo not given)	-2%	7%	4	0%	-20%	-4%	0.1	2%	-6
Cc1ccc(CNC(=O)C2CCCN(S(=O)(=O)c3cnc[nH]3)C2)cc1 (stereo not given)	0%	-5%	1	2%	0%	-3%	-2.5	-3%	4
CCN(CC)C(=O)CN(C#N)c1nc(OC)nc(N(C)C)n1	-5%	-5%	-7	1%	11%[11.4 µM]	-2%	0.1	0%	6
O=C(NNC(=O)C1CC1)c1ccccc1[N+](=O)[O-]	-3%	-1%	1	-3%	-10%	-1%	0.1	-5%	-8
CCC(=O)c1ccc(OCC(=O)N2CCN(c3ccccn3)CC2)cc1	-4%	14%	-7	0%	-10%	-3%	·	-2%	·
O=C(COC(=O)COc1cccc(Br)c1)NCc1ccc2c(c1)OCO2	-5%	-27%	-2	-1%	1%	-4%	·	5%	·
CCOc1ccc(C2C(C(N)=O)=C(C)Nc3nc(SCc4ccccc4F)nn32)cc1 (stereo not given)	0%	-1%	0	0%	-11%	2%	-0.8	2%	·
O=C(NCC1CC1)c1cccs1	·	·	-6	2%	·	2%	·	2%	·
CCOC(=O)CS(=O)(=O)c1ccc(C(F)(F)F)cn1	-6%	9%	-3	0%	12%	-4%	-0.4	0%	-2
Cc1ccc(/C=N/NC(=O)c2cc3c(s2)CCCC3)o1	-4%	-5%	-9	-8%	-27%	8%	-0.4	0%	29
Cc1cc(C)cc(NS(=O)(=O)c2c(C)nc3scc(C)n3c2=O)c1	-3%	3%	-2	-2%	-20%	·	·	-6%	·
CCC(C)NC(=O)Cn1c(=O)n(-c2ccc(Cl)c(Cl)c2)c(=O)c2c(C)c(C(=O)N(CC)CC)sc21 (stereo not given)	-2%	3%	-6	-24%	-9%	0%	0.0	0%	·
O=C(NCc1ccc(Cl)nc1)c1csc([C@@H]2C[C@H](O)[C@@H](CO)O2)n1	·	·	-1	-3%	·	-4%	·	1%	·
COc1ccc(-c2noc(CSc3nc4ccccc4[nH]3)n2)cc1OC	-9%	3%	0	-21%	-20%	-2%	-1.0	-3%	·
Nc1nc(SCC(=O)c2cccs2)n[nH]1	-7%	7%	-5	5%	-16%	2%	0.8	2%	4
O=C(Cn1nc(-c2ccccc2)nc(Cc2ccccc2)c1=O)Nc1ccccc1	2%	14%	-19	-18%	29%	-1%	-0.1	6%	·
N#Cc1nc(-c2ccc(COc3ccccc3)o2)oc1NCc1ccccc1	-5%	-15%	-3	2%	7%	-1%	1.2	-6%	·
CCCCN(C(=O)C1=NN(c2cc(C)ccc2C)C(=O)CC1)c1c(N)n(CCC)c(=O)[nH]c1=O	-17%	5%	-2	103%[activator]	-20%	1%	-0.7	-9%	-8
COc1ccccc1-c1nnc(SCC(=O)Nc2ccc(N3CCOCC3)cc2)n1C	21%	3%	4	1%	-28%	-2%	1.4	1%	-9
COC(=O)/C=c1\sc2ncnn2c1=O	-4%	0%	1	?	?	3%	0.3	0%	-14
Fc1ccc(-c2cc(-c3ccccc3)nc(-n3cccn3)n2)cc1	1%	2%	-3	-19%	-7%	-3%	·	-11%	·
COc1ccc2oc(C(=O)OCC(=O)NC(=O)NC(C)C)c(C)c2c1	4%	-2%	0	-7%	-14%	-1%	0.3	1%	6

An excerpt; rates above refer to the full screens.
